Source: PubChem BioAssay (several laboratories)
E coli RNAP = Escherichia coli RNA polymerase inhibition | P0A8V2 | E. coli RNA polymerase, fluorescence transcription assay | inhibition, %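 (tested at 10 µM)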 | 62,000 compounds, 0.2% hits | AID 559; in the data active means inhibition above about 20%;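 further: 0% = enzyme without compound and 100% = no enzyme blank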
M1 antagonist = antagonists of rat M1 muscarinic receptor; B-score at 10 µM; 64,000 compounds, 3.4% hits; P08482; CHO-M1 cells, Fluo-4 calcium, ACh EC80 antagonist mode; active compounds read low;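 active means calcium fluorescence response, raw or row-and-column corrected B-score, differing from the plate sample mean either way at a set confidence level, mostly lower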
Target sequence (P08482 whole entry, looked up): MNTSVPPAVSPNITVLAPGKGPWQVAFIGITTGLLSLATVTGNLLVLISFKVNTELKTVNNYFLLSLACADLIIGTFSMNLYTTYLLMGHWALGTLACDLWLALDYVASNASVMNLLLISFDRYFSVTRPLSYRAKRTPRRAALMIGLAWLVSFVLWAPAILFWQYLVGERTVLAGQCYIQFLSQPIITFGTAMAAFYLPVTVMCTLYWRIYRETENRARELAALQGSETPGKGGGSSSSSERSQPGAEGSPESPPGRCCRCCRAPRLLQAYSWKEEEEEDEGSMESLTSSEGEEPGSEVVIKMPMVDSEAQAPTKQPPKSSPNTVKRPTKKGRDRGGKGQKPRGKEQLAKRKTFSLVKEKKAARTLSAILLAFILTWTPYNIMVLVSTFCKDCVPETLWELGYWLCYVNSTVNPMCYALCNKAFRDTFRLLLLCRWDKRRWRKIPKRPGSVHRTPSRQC
HER2 expr 66K = lowers expression of human Her2 kinase; P04626; SKBR-3 HER2 protein level, AlphaScreen, 18-24 h; active compounds read low; HER2 level % of control, % at 10 µM; 65,000 compounds, 0.69% hits; AID 645;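 active means HER2 level under 5% of the carrier-only control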;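 further: 100% = DMSO carrier and 0% = 500 nM PU-H71 HSP90 inhibitor; lower value means stronger loss of Her2 protein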
Hsp90 block = displaces geldanamycin probe from tumor Hsp90; P07900; NCI-N417 lysate Hsp90, Cy3B-geldanamycin FP displacement; inhibition, % at 30 µM; 64,000 compounds, 0.35% hits; AID 429;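 active means inhibition above 50%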;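 further: 0% = tracer plus lysate wells and 100% = tracer alone without lysate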
D1 allo mod = allosteric modulators of human D1 dopamine receptor. P21728. HEK293 D1, CRE-luciferase, dopamine EC30 potentiation; actives deviate in either direction. B-score at 10 µM. 58,000 compounds, 5.9% hits;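 active means luminescence count or its row- and column-corrected plate score outside the 99.7% band of the plate's sample wells, on either side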
Target sequence (P21728 whole entry, looked up): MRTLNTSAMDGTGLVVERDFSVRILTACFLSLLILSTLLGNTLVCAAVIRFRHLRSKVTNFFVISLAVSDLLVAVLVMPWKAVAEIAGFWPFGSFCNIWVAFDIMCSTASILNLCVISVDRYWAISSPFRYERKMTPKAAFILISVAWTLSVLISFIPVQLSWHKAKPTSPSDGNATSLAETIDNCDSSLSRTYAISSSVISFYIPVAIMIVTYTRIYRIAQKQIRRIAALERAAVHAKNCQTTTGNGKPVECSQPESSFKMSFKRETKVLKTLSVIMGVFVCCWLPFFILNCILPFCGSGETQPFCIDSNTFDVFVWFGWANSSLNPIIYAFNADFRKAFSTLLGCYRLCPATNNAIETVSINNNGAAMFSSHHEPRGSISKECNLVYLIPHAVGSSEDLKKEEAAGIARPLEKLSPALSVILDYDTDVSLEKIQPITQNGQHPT
M1 ag = activates the M1 muscarinic receptor; AID 626; 64,000 compounds, 3% hits; B-score at 10 µM; CHO-M1 cells, Fluo-4 calcium fluorescence, agonist mode; active compounds read high;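 active means fluorescence rise, raw or as B-score row- and column-corrected plate score, outside the 99.7% band of its plate's samples, either direction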
Fluor 339 460 = intrinsic fluorescence of library compounds, ex339/em460 – biochemical, MLSMR library, data from DPM-DC assay, artefact control, profiling panel; compound autofluorescence, ex339/em460 nm, NADH buffer; active compounds read high; 1 = no-compound wells, NADH background; fluorescence fold increase at 10 µM; 65,000 compounds, 5.5% hits;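 active means at 10 µM, mean starting fluorescence two-fold or more over control wells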;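 further: signal is the first read of a kinetic run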
5HT1a ag = agonists of human 5-HT1a serotonin receptor; P08908; CHO 5-HT1a Ga15 NFAT-bla reporter, FRET ratio; 0% basal, 100% maximal reference agonist; activation, % at 10 µM; 65,000 compounds, 0.56% hits;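 active means activation above the screen-wide mean activation plus 3 SD, cut at about 19% in these data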;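 further: 0% = DMSO wells and 100% = 5-CT at EC100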
NADH enzymes = blocks coupling enzymes of NAD/NADH assays; coupled PK/LDH NADH assays, four targets; IC50, µM (top dose mostly 10 µM), for the others: top-dose inhibition; 65,000 compounds, 0.02% hits;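 active means single-dose screening hits from any of four coupled enzyme assays that gave an IC50 when retested across doses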;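 further: the DPM-DC format reads NADH fluorescence rather than 340 nm absorbance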
Starred values were filed as active, the others as inactive; · = not tested or not shown; & = joins results of further samples; [ ] = dose if it differs, or a comment.

cpd | SMILES | M1 antagonist | M1 ag | D1 allo mod | E coli RNAP | 5HT1a ag | Hsp90 block | NADH enzymes | HER2 expr 66K | Fluor 339 460
1 | Cc1ccccc1Nc1nc(N)nc(COC(=O)c2cccn2C)n1 | 0.59 | -0.0046 | 2.3 | -3 | -2.0 | -3 | 2% | 98 | 1.1
2 | COCC(C)n1c(SCC(=O)NC(=O)Nc2ccc3c(c2)OCCO3)nc2ccccc2c1=O (centres undefined) | 0.21 | 0.89 | -0.69 | -3 | 0.7 | -2 | 4% | 131 | 1.1
3 | CCC(C)[C@H](N)c1nnc(SCc2cccc(F)c2)o1 (some centres undefined) | -0.054 | -1.4 | 1.4 | -5 | -1.9 | 0 | 5% | 107 | 1.1
4 | CCOc1cc(N2CCOCC2)c(OCC)cc1NC(=O)c1nc2nccc(C)n2n1 | -0.12 | 4.9* | -0.39 | 2 | 12 | -1 | 4% | 113 | 1
5 | CCOc1ccc(C2C(C#N)=C(N)Oc3cc(C)n(Cc4ccco4)c(=O)c32)cc1OC (centres undefined) | -0.24 | -0.53 | 0.25 | 10 | -1.0 | 0 | 2% | 139 | 1
6 | CCn1cc(C(=O)NCC2COc3ccccc3O2)c2cc(OC)c(OC)cc2c1=O (centres undefined) | 0.37 | 2.2 | 5.2* | 10 | -1.9 | -5 | 5% | · | 1
7 | Cc1nn(-c2ccccc2)c(=S)n1-c1ccccc1 | 0.0041 | -0.29 | -0.27 | · | -0.8 | -3 | 7% | 128 | 1.1
8 | COc1ccc(C(C)=O)cc1COC(=O)c1ccc(S(=O)(=O)N2CCOCC2)cc1 | -0.46 | -0.076 | 1.8 | 4 | -1.3 | -1 | 5% | 81 | 1.1
9 | CS(=O)(=O)N(CC(N)=O)Cc1ccc(Cl)cc1 | 0.0071 | -0.32 | -0.17 | 4 | 0.5 | -1 | 4% | 69 | 1
10 | Cc1ccc(CNC(=O)CSc2nc(N3CCCCC3)nc(N3CCCCC3)n2)cc1 | 0.34 | 0.81 | -0.052 | 2 | 5.7 | -4 | 3% | 104 | 1.1
11 | COc1ccc(CC(=O)Nc2ccc3c(c2)CCC3)cc1S(=O)(=O)N1CCOCC1 | -1.3 | -0.13 | -0.69 | 8 | -1.4 | -4 | 7% | 97 | 1.1
12 | Cc1onc(-c2ccccc2Cl)c1C(=O)N1CCN(c2nc3ccccc3s2)CC1 | 0.23 | 0.24 | · | 7 | -4.7 | 3 | 1% | 86 | 1
13 | CCOC(=O)c1oc2c(C)c(O)ccc2c(=O)c1-c1nncn1-c1ccccc1 | 0.8 | -0.87 | -0.64 | -5 | -0.8 | 1 | 3% | 99 | 1
14 | O=C(Nc1ccc(F)cc1)c1cccc2c1C(=O)N(Cc1ccccn1)C2 | 0.0036 | -0.43 | 1.9 | 9 | -1.6 | -2 | 2% | 135 | 1.1
15 | COc1ccc(N2C(=O)C(Cl)=C(N3CCCC3)C2=O)cc1 | -0.34 | 0.95 | 0.44 | 5 | -1.2 | 0 | 3% | 92 | 1
16 | Cc1cccc(Nc2nc(N)nc(CN3CCN(c4ccccc4)CC3)n2)c1 | 0.0038 | -0.66 | -0.049 | 7 | 0.1 | 3 | 6% | 84 | 1
17 | O=C(O)c1cc(-c2ccccc2)n(-c2ccccc2C(=O)O)n1 | -0.15 | 0.036 | 1 | 3 | -6.2 | 1 | 3% | 92 | 1.1
18 | COc1cc(C2C(C(=O)c3ccc(C)o3)=C(O)C(=O)N2CCc2ccccc2)ccc1O (centres undefined) | 0.18 | 0.74 | 0.62 | 9 | -0.5 | -1 | 6% | 77 | 1.1
19 | CCN(Cc1cc2ccccc2[nH]c1=O)S(=O)(=O)c1ccccc1 | 0.32 | 0.35 | 0.1 | -1 | -2.1 | -5 | 1% | 78 | 1.1
20 | CCOC(=O)N1CCN(C(=O)c2csc3c2CCCCC3)CC1 | -0.79 | 0.44 | -1.1 | 0 | -0.6 | -1 | 3% | 121 | 1.1
21 | O=C(C1CCCN(S(=O)(=O)c2ccccc2)C1)N1CCCCCC1 (centres undefined) | -1.1 | 0.083 | 0.018 | 2 | -0.9 | -2 | 2% | 86 | 1.1
22 | CCOc1ccccc1CN1C(=O)c2ccccc2C1C(=O)NCC1CCCO1 (centres undefined) | -0.76 | -0.033 | -0.069 | 6 | -1.3 | -2 | 2% | 91 | 1.1
23 | COCCOC(=O)C1=C(C)NC(=O)N(C(C)=O)C1c1ccc(Cl)cc1 (centres undefined) | -0.011 | -1.5 | -0.017 | 5 | 2.4 | 3 | 3% | 82 | 1.1
24 | O=C(COC(=O)C1CCCN1C(=O)c1cccs1)Nc1ccc2c(c1)OCO2 (centres undefined) | -0.36 | -0.068 | -0.2 | 1 | -5.6 | · | 3% | 74 | 1.1
25 | CCCCOc1ccc(C(C)NC(=O)C2CCCN(S(=O)(=O)CC)C2)cc1 (centres undefined) | -0.0018 | -0.039 | -0.55 | -1 | -2.6 | -1 | 4% | 108 | 1.1
26 | CCCOc1ccc(S(=O)(=O)NCc2ccc(OC)cc2)cc1 | -0.11 | 1.3 | -1.6 | 3 | -4.3 | 4 | 3% | 90 | 1.1
27 | COC(=O)C(C)n1cnc2c(nnn2Cc2ccc(Cl)cc2)c1=O (centres undefined) | -0.22 | 1.4 | 0.98 | 5 | -1.9 | -1 | 7% | 94 | 1.1
28 | COc1cc(NC(=O)c2cc3sccc3n2C)cc(OC)c1 | -1.1 | -1.1 | -1.3 | 9 | -1.5 | -5 | 7% | 59 | 1.1
29 | Cc1cc2nc(SCC(=O)Nc3nonc3C)c3c(c2cc1C)CCCC3 | 0.98 | -0.033 | 0.6 | 0 | -2.1 | -1 | 5% | 85 | 1.1
30 | CCCCOc1cc(C(=O)NCCN(CC)CC)c2ccccc2n1 | 0.83&0.2 | -0.64&0.48 | -1&-0.32 | 8&7 | -1.0&-2.7 | 0&-3 | 4%&6% | 130&74 | 1.4&1.6
31 | Cc1[nH]c(=O)[nH]c(=O)c1S(=O)(=O)N1CCCC(C(=O)NCCc2ccc(Cl)cc2)C1 (centres undefined) | 0.062 | -0.53 | · | 3 | -1.1 | -7 | 10% | 115 | 1.1
32 | Cc1nc(N2CCOCC2)c2oc3ccccc3c2n1 | -0.25 | 0.17 | 4.6* | 9 | -0.8 | 1 | 6% | 158 | 1.1
33 | O=C1c2oc3ccc(F)cc3c(=O)c2C(c2ccncc2)N1CCN1CCOCC1 (centres undefined) | -0.013 | 0.037 | 0.031 | 6 | 2.2 | -2 | 0% | 89 | 1.1
34 | COc1ccc(N(C(=O)CNC(=O)c2ccco2)C(C(=O)NC2CCCCC2)c2ccco2)cc1 (centres undefined) | 0.066 | 0.41 | -0.28 | 4 | -0.8 | -2 | 7% | 71 | 1
35 | COc1ccc(-c2csc3nc(C)n(-n4cccc4)c(=O)c23)cc1 | 0.0028 | 0.65 | · | 5 | -3.7 | -5 | 6% | 105 | 1.2
36 | CC(=O)c1c(C)nn(C(=O)c2cccs2)c1C | 1.7 | -0.43 | 0.17 | -5 | -4.6 | 0 | 3% | 94 | 1.1
37 | CC(C)(C)CC(=O)N1CCC(c2nc3c(nnn3Cc3c(F)cccc3Cl)c(=O)[nH]2)CC1 | 0.36 | -0.11 | 0.099 | · | 6.4 | 1 | 6% | 58 | 1.1
38 | Cc1cc(NC(=O)CSc2nnc(COc3cccc(C)c3C)n2C)no1 | -0.029 | 0.28 | 0.28 | 7 | 0.7 | 1 | 4% | 92 | 1.1
39 | COc1ccc2c(C)nc(Nc3nc(C)cc(C)n3)nc2c1 | -0.7 | -0.14 | 0.0094 | 8 | 1.7 | -6 | 5% | 95 | 1.2
40 | COc1ccccc1-c1c(C#N)c(SCC(=O)N2CCCC2)nc(C)c1C(N)=O | -0.16 | 0.024 | · | 10 | 0.5 | · | 7% | 79 | 1.1
41 | CSc1nnc(-c2ccccc2)c(=O)[nH]1 | 0.21 | 0.14 | -0.3 | -1 | -0.9 | 0 | 3% | 104 | 1.1
42 | Oc1c(Cl)cc(Cl)cc1CNc1ccc(Br)cn1 | 0.17 | 0.49 | 0.02 | 9 | 0.0 | -3 | 2% | 132 | 1
43 | COc1[nH]c(/N=C/c2ccccc2)c(C#N)c1C#N | -0.39 | 10* | -1.1 | 10 | -0.1 | 0 | 6% | 114 | 1.2
44 | CCOc1ccc(-n2c(C)nc3cc(C(=O)NCCCN4CCOCC4)ccc32)cc1 | 0.25 | -0.2 | -0.41 | · | -2.2 | 0 | 8% | 86 | 1.1
45 | COC(=O)C1=C(C)Nc2ncnn2C1c1ccccn1 (centres undefined) | 0.9 | -0.23 | -0.6 | 3 | 0.7 | -4 | 3% | 97 | 1.1
46 | O=C1CCCCCN1C(=O)c1cccc(C(=O)N2CCCCCC2=O)c1 | 0.005 | -0.55 | -1.6 | 12 | -4.3 | -1 | 7% | 110 | 1.1
47 | COc1ccccc1-c1ccc(C(=O)O)o1 | -0.43 | -0.3 | 1 | 4 | -3.2 | -2 | 9% | 89 | 3.3*
48 | O=C(NCCN1CCOCC1)c1ccccc1-c1ccccc1 | -0.24 | -0.0032 | · | 9 | -4.2 | 2 | 3% | 65 | 1.1
49 | CC1C(C#N)=C(N)OC2=C1C(=O)CC(C)(C)C2 (centres undefined) | -0.03 | 0.66 | · | 7 | -1.6 | -3 | 3% | 129 | 1
50 | Fc1ccc(-c2nc3n(n2)Cc2ccccc2-3)cc1 | -1.1 | 0.97 | -4.1 | 2 | -0.6 | -3 | 2% | 20 | 1.1
51 | COc1ccc(Cl)cc1N(CC(=O)Nc1ccccc1C(=O)NCc1ccco1)S(C)(=O)=O | 1.1 | 1.4 | 1 | 20 | 3.1 | -3 | 7% | 103 | 1.2
52 | Cc1nn(C)cc1CN(C)C(=O)c1cc2nc(-c3ccco3)cc(C(F)(F)F)n2n1 | 0.21 | -0.12 | 1.9 | -1 | 2.2 | -4 | 8% | 72 | 2.7*
53 | CCCN1C(=O)c2cc(C(=O)NCc3cccs3)ccc2C1O (centres undefined) | -0.022 | -0.18 | -0.25 | 0 | 0.4 | 5 | 4% | 99 | 1.1
54 | Cn1c(NC(=O)C2c3ccccc3Oc3ccccc32)cc(=O)n(C)c1=O | · | · | 3.2 | 3 | 0.8 | -1 | 5% | 59 | 1.1
55 | COc1ccc(-n2ccnc2SCC(=O)Nc2ccccc2)cc1 | -1.5 | 0.07 | -0.32 | 6 | -1.2 | -1 | 5% | 101 | 1.1
56 | CCS(=O)(=O)n1nc(-c2ccccc2)nc1NCc1ccco1 | 0.1 | -0.057 | 9.8* | 6 | -2.4 | -5 | 3% | 82 | 1.1
57 | c1ccc(-c2cnc(-c3cccnc3)o2)cc1 | 0.48 | 0.16 | 3.3 | -1 | -3.7 | -5 | 6%[fluoresces] | 94 | 2.1*
58 | O=C(COC(=O)c1ccco1)NCc1cccs1 | -0.15 | 0.36 | -0.36 | 11 | 1.0 | -2 | 1% | 115 | 0.99
59 | CCc1nnc(NC(=O)C2CCN(c3nccc(C)n3)CC2)s1 | 0.011 | -0.0043 | 0.55 | 1 | -2.1 | -4 | 13% | 80 | 1.4
60 | Cc1ccc(C2=CC(c3ccc(N(C)C)cc3)n3nnnc3N2)cc1 (centres undefined) | -0.6 | -0.046 | 0.022 | 6 | 5.2 | -2 | 8% | 85 | 1.3

Reformatted with one line to a screen: entries from further up.
10) Cc1ccc(CNC(=O)CSc2nc(N3CCCCC3)nc(N3CCCCC3)n2)cc1
11) COc1ccc(CC(=O)Nc2ccc3c(c2)CCC3)cc1S(=O)(=O)N1CCOCC1

| compound no. | 10 | 11 |
| --- | --- | --- |
| M1 antagonist | 0.34 | -1.3 |
| M1 ag | 0.81 | -0.13 |
| D1 allo mod | -0.052 | -0.69 |
| E coli RNAP | 2 | 8 |
| 5HT1a ag | 5.7 | -1.4 |
| Hsp90 block | -4 | -4 |
| NADH enzymes | 3% | 7% |
| HER2 expr 66K | 104 | 97 |
| Fluor 339 460 | 1.1 | 1.1 |
